CHRM1 agonist = human M1 muscarinic receptor agonists, primary screen, Fluo-8 calcium fluorescence, CHO-K1 cells, HTS; 360,000 compounds, 0.33% hits; CHO-K1 hM1, agonist mode; 0% DMSO, 100% acetylcholine EC100; AID 588814, 2011; activation, % at 3 µM; Muscarinic acetylcholine receptor M1 (Homo sapiens), P11229;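 active means activation above the run's mean compound activation plus 3 SD, cut at about 16% in these data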;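 further: peak over basal fluorescence ratio within a 140 s kinetic read after compound addition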
M1 ag parental = counter-screen for M1 agonists: effect in parental CHO-K1 cells. Fluo-8 calcium fluorescence; scaled to maximal ATP response, vehicle zero. activation, % at 3 µM. 360,000 compounds, 0.48% hits. AID 602248, 2012; in the data active means activation above about 15%;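 further: untransfected CHO-K1 host cells lacking M1 receptor as counterscreen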
CHRM4 antagonist = human M4 muscarinic receptor antagonists, primary screen, CHO cells, Fluo-8 calcium fluorescence; 360,000 compounds, 0.73% hits; inhibition, % at 3 µM; Muscarinic acetylcholine receptor M4 (Homo sapiens), P08173; CHO-hM4 cells, ACh EC80; AID 624125, 2012;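 active means inhibition above its plate's cutoff, the mean inhibition of sample wells plus 3 SD, cut at about 27% in these data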;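 further: 0% = acetylcholine EC80 with DMSO and 100% = DMSO without agonist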
Target sequence (P08173 whole entry, looked up): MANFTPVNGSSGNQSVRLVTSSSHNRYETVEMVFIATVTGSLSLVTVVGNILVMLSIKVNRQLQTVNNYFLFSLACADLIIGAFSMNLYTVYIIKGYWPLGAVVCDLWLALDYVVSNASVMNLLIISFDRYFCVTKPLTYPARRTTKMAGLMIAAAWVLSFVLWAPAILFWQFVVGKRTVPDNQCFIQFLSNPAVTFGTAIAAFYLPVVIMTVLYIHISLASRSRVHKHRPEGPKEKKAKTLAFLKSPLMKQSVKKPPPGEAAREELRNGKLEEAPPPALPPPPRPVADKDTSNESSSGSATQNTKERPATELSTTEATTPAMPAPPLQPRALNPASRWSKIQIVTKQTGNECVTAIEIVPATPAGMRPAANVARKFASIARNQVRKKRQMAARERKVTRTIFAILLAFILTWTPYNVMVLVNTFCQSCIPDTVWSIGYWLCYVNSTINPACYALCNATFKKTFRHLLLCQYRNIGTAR
CHO-K1 Ca antag = nonselective inhibitor or artifact in parental CHO-K1 cells; AID 602250; ATP-induced calcium, Fluo-8 fluorescence; 360,000 compounds, 0.6% hits; inhibition, % at 3 µM;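 active means inhibition above a per-plate cutoff, the plate's mean sample inhibition plus 3 SD, cut at about 24% in these data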;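 further: 0% = DMSO plus EC80 ATP and 100% = DMSO alone without ATP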
M4 ag = human M4 muscarinic receptor agonists, primary screen, CHO-K1 cells, Fluo-8 calcium fluorescence. AID 624127, 2012. activation, % at 3 µM. CHO-K1 hM4/Gqi5; vehicle 0%, full acetylcholine response 100%. Muscarinic acetylcholine receptor M4 (Homo sapiens), P08173. 360,000 compounds, 0.14% hits;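 active means activation above the run mean over all test wells plus 3 SD, cut at about 32% in these data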;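 further: peak over basal fluorescence ratio per well then scaled between controls; 0% = DMSO wells and 100% = acetylcholine at EC100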
CHRM1 antagonist = human M1 muscarinic receptor antagonists, primary screen, CHO-K1 cells, Fluo-8 calcium fluorescence, 1536-well; CHO-K1 hM1, ACh EC80 antagonist; inhibition, % at 3 µM; 360,000 compounds, 1.3% hits; Muscarinic acetylcholine receptor M1 (Homo sapiens), P11229;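 active means percent inhibition above its own plate's cutoff, namely the mean of that plate's compound wells plus 3 SD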;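 further: peak over basal fluorescence ratio during 140 s after agonist addition; 0% = ACh EC80 plus DMSO and 100% = DMSO alone without agonist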
M1 PAM = human M1 muscarinic receptor positive allosteric modulators, primary screen, CHO-K1 cells, Fluo-8 calcium fluorescence, 1536-well; Muscarinic acetylcholine receptor M1 (Homo sapiens), P11229; CHO-K1 hM1, ACh EC20; 0% = ACh EC20, 100% = maximal ACh; activation, % at 3 µM; 360,000 compounds, 0.088% hits; AID 588819, 2011; in the data active means activation above about 19%, passing the limit was not always enough
CHO parental Ca = ATP-evoked calcium signal inhibitors, parental CHO, primary screen, counter-screen for OX1R antagonist project, cell-based, fluorescence, Fluo-8 calcium dye; parental CHO-K1, ATP-induced calcium, Fluo-8 fluorescence; inhibition, % at 5.6 µM; 330,000 compounds, 0.63% hits;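 active means inhibition above that plate's mean sample inhibition plus 3 SD, cut at about 26% in these data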;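 further: 0% = ATP-challenged DMSO wells and 100% = DMSO wells without ATP; some compounds past the cut are filed as inactive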
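Material – parental CHO cells · Reagent – ATP stimulus · Compound – single nominal dose of 5.6 µM per compound · Detection – Fluo-8 fluorescence · Read-out basis – percent inhibition of calcium signal · Controls – ATP-challenged DMSO wells low, unchallenged DMSO wells high · Repeats – no replicates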
OXTR potentiator = human OXTR potentiators, primary screen, fluorescence, CHO-OTR cells, Fluo-8 calcium; Oxytocin receptor (Homo sapiens), P30559; Fluo-8 calcium fluorescence, potentiator mode; 0% = oxytocin EC15, 100% = EC100; activation, % at 3 µM; 320,000 compounds, 0.061% hits; AID 2445, 2010;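 active means activation above that plate's cutoff, the mean activation of tested compounds plus 3 SD, cut at about 6.6% in these data, passing the limit was not always enough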;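 further: 100% uses oxytocin at 75 nM as the full agonist control; some results filed as inactive read as strong as hits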
Target sequence (P30559 whole entry, looked up): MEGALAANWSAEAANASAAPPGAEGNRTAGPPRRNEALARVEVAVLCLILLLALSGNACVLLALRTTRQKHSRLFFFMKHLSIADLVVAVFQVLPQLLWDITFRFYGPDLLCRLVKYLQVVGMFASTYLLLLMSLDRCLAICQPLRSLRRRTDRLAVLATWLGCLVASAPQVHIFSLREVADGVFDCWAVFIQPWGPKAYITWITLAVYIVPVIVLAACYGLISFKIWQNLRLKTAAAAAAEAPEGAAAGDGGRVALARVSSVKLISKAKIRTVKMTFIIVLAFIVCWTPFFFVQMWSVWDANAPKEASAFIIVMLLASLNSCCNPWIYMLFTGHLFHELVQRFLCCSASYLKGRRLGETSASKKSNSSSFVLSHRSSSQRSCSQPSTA
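Assay system: CHO cell line stably expressing human OTR. Reagent: EC15 oxytocin agonist. Dosing: single dose, 3.0 µM nominal final compound concentration. Timing: compound 6 min at room temperature before oxytocin, 100 s read. Signal: kinetic Fluo-8 calcium fluorescence. Controls: oxytocin EC15 low and EC100 high.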
The depositor's hits bear a star; / = no result given.

SMILES,CHRM1 agonist,M1 ag parental,CHRM4 antagonist,CHO-K1 Ca antag,M4 ag,CHRM1 antagonist,M1 PAM,CHO parental Ca,OXTR potentiator
Cc1cc(NC(=O)C(C)SCC(=O)N(Cc2ccccc2)c2ccccc2)no1 (stereo not drawn),0,1.8,-3,-5,5,-13,11,-33,-5
CCC(=O)NNC(=O)c1cc(COc2cc(Cl)cc(Cl)c2)on1,1,0.6,-19,18,6,-11,10,-14,-4
C=CCN1C(=O)C(=O)N(CC(=O)c2ccc3c(c2)CCCC3)C1=O,-6,1.0,-15,-3,3,4,5,-5,-5
Cc1csc(SCC(=O)c2c(N)n(CC(C)C)c(=O)n(C)c2=O)n1,-1,3.7,-5,-2,3,2,4,-2,-11
O=C(Nc1cccc2[nH]c([C@H]3C[C@H](O)[C@@H](CO)O3)nc12)NC(c1ccccc1)c1ccccc1,-2,-0.1,6,-1,-1,2,-5,/,/
CC(Sc1nc2c(c(=O)[nH]1)CCCC2)C(=O)Nc1ccccc1C#N (stereo not drawn),-5,0.3,4,-14,-1,-15,10,-9,5
O=C(CCCN1C(=O)C(c2ccccc2)Oc2cccnc21)Nc1ccccc1Cl (stereo not drawn),-3,2.1,-18,-10,6,-1,1,-29,-8
CCN(CC(=O)Nc1ccc(NC(C)=O)cc1)C(=O)C12CC3CC(CC(Cl)(C3)C1)C2,-3,3.6,-19,-6,14,-8,-1,-7,-7
CCOC(=O)CN1CC23C=CC(O2)C(C(=O)Nc2ccc4c(c2)OCO4)C3C1=O (stereo not drawn),-3,-0.3,-6,3,1,-3,1,-1,1
O=C1NC(=O)/C(=C\c2ccc(Cl)cc2Cl)N1,-1,0.2,-4,-18,0,-7,2,/,/
CCC(=O)Nc1ccc(C(=O)NNC(=O)Cc2ccccc2)cc1,-6,0.8,0,3,0,4,0,-7,-8
CNc1nc(C)c(C(=O)OCc2ccccc2)s1,1,0.7,-4,-7,3,-17,10,-3,-22
O=C(CCOc1cccc(Br)c1)Nc1ccc(F)c(S(=O)(=O)N2CCOCC2)c1,3,12,10,1,19,11,-7,/,/
O=S(=O)(N/N=C\C=C\c1ccccc1)c1ccccc1,-5,0.8,7,-11,-1,-5,6,-1,-1
COC1(OC)C(=N/O)/C(=N\O)CCC1O (stereo not drawn),-4,0.1,5,-4,1,8,-5,-9,5
CCC(CC)NC(=O)c1cc2c(C)nn(Cc3ccccc3Cl)c2s1,-5,0.9,-5,-8,-2,-6,4,-32,0
COc1ccccc1NC(=S)NC1CCC(CC2CCC(NC(=S)Nc3ccccc3OC)CC2)CC1 (stereo not drawn),-8,0.7,4,-7,2,-10,5,7,-9
COc1c2c(nc3ccccc13)OC(C(C)(O)COC(C)=O)C2 (stereo not drawn),-3,-0.1,-4,0,2,-9,9,-5,-1
COc1ccc(CCNC(=O)C(=O)c2c[nH]c3ccccc23)cc1OC,-2,3.0,-1,-8,5,-4,1,/,/
Cc1ccc(S(=O)(=O)NC2CCCCCC2)cc1C(N)=O,0,4.5,-19,-9,6,-9,7,-7,-5
O=C(O)c1cc([N+](=O)[O-])cc2c1nnn2O,-2,-1.0,-7,-7,1,-12,7,-9,1
COC(=O)CCC(=O)OC1(C)C(=O)C=C2C=C(C3CC3)N(C3CCCC3)C=C2C1=O (stereo not drawn),-11,0.7,9,-6,2,-4,0,-18,-6
O=C(CSc1nc(-c2ccccc2)cc(=O)[nH]1)N1CCOCC1,-3,-0.2,-6,-11,1,-2,0,-7,-5
Cc1ccc(NC(=O)/C(=C\c2cccc([N+](=O)[O-])c2)NC(=O)c2cccs2)cc1,0,0.4,4,6,4,-9,16,-1,-10
O=C(NN=C1CCCCC1)NC1CCCCC1,-3,0.8,-13,-22,1,-12,16,-25,-11
O=C(c1ccco1)N1CCN(C(=O)c2cnn3c(C(F)(F)F)cc(-c4cccs4)nc23)CC1,-6,1.6,5,-3,1,2,0,-25,-1
O=C(CCSc1ccccc1)NC1CCCC1,-3,-0.1,-11,0,1,-2,2,-15,-5
COc1ccc(-c2nc(NC(C)=O)sc2-c2ccccc2)cc1,-5,4.3,10,-6,16,21,-10,-26,-6
Cc1cccc(OCC2=NS(=O)(=O)c3ccccc3N2)c1,0,1.0,3,-9,1,-5,8,-3,-6
CN(C)c1ccc(C(CNS(=O)(=O)c2ccc(F)cc2)c2c[nH]c3ccccc23)cc1 (stereo not drawn),-6,0.3,-8,2,2,0,7,-19,-6
CC1(C(=O)Nc2cccc(NS(C)(=O)=O)c2)Cc2c(-c3cccc(C(N)=O)c3)ccnc2O1 (stereo not drawn),-3,0.6,-7,-6,0,-18,12,/,/
S=c1[nH]nc(-c2ccccc2Cl)n1/N=C/C=C/c1ccco1,-9,0.5,25,-5,0,22,-21,-9,-7
O=C(NCC1CCCO1)C(c1cccs1)N(Cc1cccs1)C(=O)Cn1nnc(-c2cccs2)n1 (stereo not drawn),1,3.2,-5,4,12,7,-5,-25,-5
COC(=O)c1c(NC(=O)CSc2ncnc3ccccc23)sc(C)c1C,-1,3.6,-6,4,2,-19,0,-16,4
Cc1cc(C)n(/N=C/c2ccc(O)cc2)c(=O)c1C#N,-2,-0.3,10,-3,0,2,-8,-6,-8
COc1cccc(NC(=S)N(CCN(C)C)C(C)c2cccnc2)c1 (stereo not drawn),-3,0.8,4,-8,0,8,-1,0,4
Cc1oc2c(C)c3oc(=O)c(CCC(=O)NCCCN4CCCC4=O)c(C)c3cc2c1C,-6,0.0,-9,-12,2,-10,12,-12,6
O=C(CSc1nnc2c(Cl)cc(C(F)(F)F)cn12)NCc1ccc(F)cc1,-6,0.1,8,-5,0,-13,7,-14,-8
CN1CCc2c(sc(NC(=O)c3ccc(S(=O)(=O)N4CCOCC4)cc3)c2C(N)=O)C1,-6,0.9,0,5,0,-14,2,-8,0
CN(C1CCCCC1)S(=O)(=O)c1ccc(NC(=O)C2CCCCC2C(=O)O)cc1 (stereo not drawn),-1,0.0,-6,-8,0,-7,1,-11,-5
O=C(CSc1n[nH]c(=O)n1C1CC1)c1c[nH]c2ccccc12,-3,0.9,7,-5,3,-3,5,-10,-8
COC(=O)[C@H]1C[C@@]2(O)CN(S(=O)(=O)c3ccc(C)cc3)C[C@@]2(OC(=O)Nc2cccs2)C[C@H]1C(=O)OC,-3,0.3,-2,-4,2,-2,2,/,/
O=S(=O)(c1ccc(SCc2ccc(Br)cc2)nc1)N1CCOCC1,-6,0.0,3,-11,0,8,-6,-12,-2
CCOc1ccccc1/C=c1\sc2nc(-c3ccco3)nn2c1=O,0,3.9,-3,1,0,11,1,-15,-8
COc1ccc(C)cc1-n1nnnc1SCC(=O)N1CCC(C(=O)Nc2nccs2)CC1,-4,0.8,-10,-11,3,-10,7,-14,-11
Cc1ccc(NC(=O)C2CCN(C(=O)[C@@H]3Cc4ccccc4CN3)CC2)cc1,-4,1.3,0,-15,0,-13,10,-7,1
CC(=O)c1c(C)nc(C)nc1NC(=O)C(C)C,-2,0.7,-8,-2,0,10,-6,0,0
Cc1ccc(S(=O)(=O)ON=C2CCN(S(=O)(=O)c3ccccc3)CC2)cc1,0,0.5,-1,-17,0,-7,8,-2,-15
CC(=O)N1CCN(C(=S)c2ccc(N(C)C)cc2)CC1,-6,0.7,-6,-19,3,-13,11,4,-4
CC(C)CN1CCNC(=O)C1CC(=O)NCCCN1CCCc2ccccc21 (stereo not drawn),-3,0.7,3,-10,1,2,2,6,-28
OC(c1ccccc1)c1nc(-c2cc(F)cc(F)c2)cs1 (stereo not drawn),-4,0.3,-5,-5,0,-12,7,/,/
O=C(CCCCn1c(=S)[nH]c2ccsc2c1=O)NCc1ccc2c(c1)OCO2,-5,1.7,0,-4,2,3,-2,-16,-2
COc1ccc(OC)c(NC(=O)CCN2CCC(C)CC2)c1,-8,0.4,1,-8,-1,-5,9,-5,-2
C=CCNC(=O)NC(=O)COC(=O)/C(C#N)=C/c1cc(C)n(CCC(C)C)c1C,-2,0.4,9,-2,1,-2,1,-6,-2
CCOc1ccc(NC(=O)c2cccc(OC(=S)N3CCOCC3)c2)cc1,-2,2.2,-16,-9,8,-7,-3,-14,-16
CCc1nc2ccc(C(=O)NCc3cccs3)cn2c1N(CC)Cc1cccc(Br)c1,-7,0.7,-7,7,0,-8,2,/,/
COc1ccc(CCNC(=O)CCCN2C(=O)c3ccccc3C2=O)cc1,-6,5.0,1,-4,20,11,-8,-12,-1
Cn1c(COc2ccc(Cl)cc2)nnc1SCC(=O)NC1CCCCC1,-8,0.4,-14,-7,0,-3,-2,-19,-5
CCn1ccnc1[C@@H]1C[C@H]2CN(c3ccccc3OC)C(=O)[C@]23CCCN13,-3,4.9,-2,-24,13,0,2,-10,-2
O=c1cc(CN2CCN(c3ccc(F)cc3)CC2)nc2sccn12,-3,0.3,4,-16,2,-9,6,-12,-8

Remaining list, next part
SMILES,CHRM1 agonist,M1 ag parental,CHRM4 antagonist,CHO-K1 Ca antag,M4 ag,CHRM1 antagonist,M1 PAM,CHO parental Ca,OXTR potentiator
Cc1nc(SCC(=O)Nc2cc(S(=O)(=O)N3CCOCC3)ccc2Cl)nc(C)c1C,-7,1.1,-15,4,5,0,-4,-20,2
COc1cc(C(=O)NCCc2ccc3c(c2)OCCO3)ccc1OCC(=O)N1CCOCC1,-6,1.9,6,4,3,-10,7,-12,-6
O=C(COc1cccc(C(F)(F)F)c1)Nc1ccc(S(=O)(=O)N2CCCC2)cc1,-6,8.4,-5,-4,5,20,-17,-5,-8
Cc1oc(-c2ccccc2)nc1CS(=O)CC(=O)NC1CCCC1 (stereo not drawn),-7,0.9,-4,-9,2,-12,5,-3,-1
Cc1ccc(-c2nc3ncccc3n2O)cc1,-4,0.9,-1,-9,1,-14,11,-8,-8
CCOC(=O)C1CCN(Cc2cc(C(C)C)c(O)c(C(C)C)c2)CC1,-10,0.9,-2,6,2,-7,5,-27,-2
Cn1cc(-c2cccc3nncn23)cn1,-2,0.1,-10,-2,0,-15,7,/,/
O=C(NCc1ccccc1)/C(=C\c1cccc([N+](=O)[O-])c1)NC(=O)c1ccco1,-1,0.0,-13,-3,0,-10,2,/,/
